NPY-Y1 PAM-ag – human NPY-Y1 potentiation or agonism, primary screen | P25929 | NPY-Y1 expressing cells, potentiator/agonist activation | activation, % at 3.6 µM | 220,000 tested, 0.37% active; in the data active means activation above about 33%, passing the limit was not always enough;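 further: cells stimulated with NPY at EC10 then isoproterenol at EC100; 0% = low agonist plus stimulus and 100% = saturating agonist plus stimulus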
Target sequence (P25929 whole entry, looked up): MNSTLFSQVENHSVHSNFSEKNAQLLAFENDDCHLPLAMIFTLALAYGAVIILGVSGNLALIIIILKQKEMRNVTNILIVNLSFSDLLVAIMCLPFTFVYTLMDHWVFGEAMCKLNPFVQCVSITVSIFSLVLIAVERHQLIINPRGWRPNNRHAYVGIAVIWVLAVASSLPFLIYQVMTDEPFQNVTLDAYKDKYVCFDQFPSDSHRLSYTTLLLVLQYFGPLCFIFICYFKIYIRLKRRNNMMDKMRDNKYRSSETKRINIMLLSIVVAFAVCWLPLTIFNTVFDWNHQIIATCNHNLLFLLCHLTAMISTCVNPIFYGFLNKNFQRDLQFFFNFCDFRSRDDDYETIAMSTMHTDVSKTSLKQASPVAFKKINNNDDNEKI
Runt-CBFb FRET – inhibitors of human RUNX1 Runt domain binding to CBFb. Q01196+Q13951. Cerulean-Runt/Venus-CBFb FRET ratio 530/480, 1 h. inhibition, % at 20 µM. 220,000 tested, 0.46% active. AID 1496;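 active means inhibition over about 50% at 20 µM in the single-dose screen, limit read from the data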;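 further: 0% = DMSO wells and 100% = excess unlabeled CBFb competitor control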
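Doses: 20 µM compound in 1% DMSO | Material: Cerulean-labeled Runt domain protein | Amount: Each fluorescent fusion protein 100 nM | Schedule: Two 1 h room-temperature incubations shielded from light | Measured by: FRET fluorescence | Evaluation: Loss of energy transfer signal | Controls: Unlabeled CBFb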
S1P4 ag – human S1P4 receptor agonism; S1P4-expressing cell line, agonist reporter assay; 220,000 tested, 0.35% active; O95977; activation, % at 4.98 µM; in the data active means activation above about 11%;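 further: 0% = DMSO vehicle and 100% = reference agonist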
S1P4 antag – antagonists of human S1P4 receptor; S1P4-expressing cells, antagonist mode, reporter read-out; inhibition, % at 4.98 µM; 220,000 tested, 0.26% active; in the data active means inhibition above about 29%;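 further: 0% = wells stimulated with agonist and 100% = vehicle wells without agonist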
NPY-Y2 PAM-ag – human NPY-Y2 potentiation or agonism, primary screen; activation, % at 3.6 µM; AID 1359; P49146; 220,000 tested, 0.45% active; cells expressing NPY-Y2, potentiator/agonist read-out; in the data active means activation above about 27%;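 further: cells stimulated with NPY near EC25 plus isoproterenol at EC100; 0% = vehicle plus submaximal agonist and 100% = vehicle plus saturating agonist; some results beyond the cut were filed as inactive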
Target sequence (P49146 whole entry, looked up): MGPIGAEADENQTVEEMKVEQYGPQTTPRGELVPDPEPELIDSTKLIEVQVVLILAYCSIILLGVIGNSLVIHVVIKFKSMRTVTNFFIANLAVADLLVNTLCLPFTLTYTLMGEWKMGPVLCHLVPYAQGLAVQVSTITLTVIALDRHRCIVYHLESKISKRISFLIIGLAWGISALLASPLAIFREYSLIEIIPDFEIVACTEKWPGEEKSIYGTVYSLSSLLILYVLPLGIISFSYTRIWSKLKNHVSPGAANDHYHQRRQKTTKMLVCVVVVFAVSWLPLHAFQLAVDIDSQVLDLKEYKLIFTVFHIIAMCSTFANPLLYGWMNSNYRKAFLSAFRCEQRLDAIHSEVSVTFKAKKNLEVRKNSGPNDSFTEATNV
Ba/F3 V617F tox – loss of viability in JAK2V617F-driven Ba/F3 cells; AID 1446; inhibition, % at 5.6 µM; 220,000 tested, 1.1% active; Ba/F3 EpoR-JAK2V617F viability, ATP luminescence;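 active means inhibition above the campaign mean plus 3 SD over all tested compounds, cut at about 24% in these data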;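 further: cytokine-independent growth of Ba/F3 cells driven by EpoR plus mutant JAK2; 0% = DMSO-treated cells and 100% = JAK inhibitor I control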
NPY Y1 blocker – blocks the human neuropeptide Y Y1 receptor. HEK293-CNG Y1 cells, membrane potential fluorescence; NPY at EC95, then isoproterenol. inhibition, % at 3.6 µM. 200,000 tested, 1% active. AID 1040. P25929;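 active means inhibition above the campaign mean inhibition of all tested compounds plus 3 SD, cut at about 20% in these data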;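 further: 0% = DMSO wells given NPY plus isoproterenol and 100% = isoproterenol alone without NPY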
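Material: HEK293 cells with Y1 receptor plus CNG channel; times: compound incubation 1 h at room temperature, readout 45 min post-stimulation; signal: fluorescence, membrane potential probe; read-out basis: fluorescence ratio normalized to % inhibition between controls; benchmarks: full-block control isoproterenol-only wells, zero-block control NPY plus isoproterenol wells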
BaF3 parental – counter-screen for JAK2V617F inhibitors: parental Ba/F3 viability inhibitors; CellTiter-Glo ATP luminescence; inhibition, % at 5.6 µM; 220,000 tested, 1.1% active;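 active means inhibition above a per-campaign cutoff, the mean inhibition of all tested compounds plus 3 SD, cut at about 27% in these data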;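 further: 0% = DMSO wells and 100% = JAK Inhibitor I control wells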
RBBP9 inhibitor – blocks human serine hydrolase RBBP9; recombinant RBBP9, FP-Rh probe fluorescence polarization; inhibition, % at 7.94 µM; 220,000 tested, 0.2% active; AID 1515;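 active means inhibition above the campaign mean of all tested compounds plus 3 SD, cut at about 14% in these data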;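 further: plate controls were DMSO wells with RBBP9 for no effect and wells lacking RBBP9 protein for full effect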
Target sequence (O75884 whole entry, looked up): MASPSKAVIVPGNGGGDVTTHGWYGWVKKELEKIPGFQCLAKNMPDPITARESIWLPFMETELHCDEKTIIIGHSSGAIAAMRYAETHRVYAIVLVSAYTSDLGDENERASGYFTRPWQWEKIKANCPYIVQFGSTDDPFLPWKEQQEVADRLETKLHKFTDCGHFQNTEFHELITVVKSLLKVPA
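System: RBBP9 protein / Buffer or medium: Tris/NaCl buffer pH 8.0 with 0.1% Pluronic / Probe or stimulus: Serine-hydrolase probe FP-Rh, 375 nM pre-mixing / Dosing: 7.94 µM single dose, 0.794% DMSO / Times: enzyme-compound preincubation 30 min, then probe labeling 45 min, 25 °C / Technique: fluorescence polarization (mP), excitation 525 nm, emission 598 nm / Replication: singlicate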
The depositor's hits bear a star; · = no result given.

no.	Molecule	NPY-Y1 PAM-ag	Runt-CBFb FRET	S1P4 ag	S1P4 antag	NPY-Y2 PAM-ag
1	C/C(=N\NC(=O)CCc1ccc(S(=O)(=O)N2CCOCC2)cc1)c1ccc(OC(F)F)cc1	-4	-3	-1.7	-2	-7
2	Cn1cnc2cc(NS(=O)(=O)c3ccc(Br)cc3)ccc21	-17	0	-0.5	-5	15
3	O=C(OCC(F)(F)C(F)F)c1ccccc1C(=O)Oc1ccc(F)cc1F	-45	-2	1.2	-14	-12
4	Cc1cccc(N2CCN(C(=O)C3CCN(S(=O)(=O)c4cccnc4)CC3)CC2)c1C	16	-1	0.4	-9	2
5	N#C/C(=C\c1ccccc1)C(=O)NC(=O)Oc1ccccc1	-26	9	-0.9	-6	9
6	NC(=O)c1ccc(N=C2C(=O)Nc3ccc([N+](=O)[O-])cc32)cc1	10	2	2.4	2	2
7	COc1ccccc1C(CC(N)=O)c1ccco1 (configuration not stated)	11	0	0.1	0	10
8	FC(F)Sc1ccc(NC(=S)NC2CCCCC2)cc1	-4	1	2.0	-13	-5
9	CCN1CCN(c2c(Cl)cccc2NC(=O)c2ccc3nsnc3c2)CC1	13	-4	0.5	-20	-8
10	Cc1nn(C(=O)c2nn(C)cc2Cl)c(C)c1Br	13	1	0.1	-12	4
11	O=C(Nc1cccc(O)c1)c1noc2c1CCc1ccccc1-2	-15	4	-2.6	-11	-5
12	COc1ccccc1-c1nnc(SCC(=O)Nc2nc(-c3ccccc3)cs2)n1C	4	-1	-2.2	-22	4

no.	Ba/F3 V617F tox	NPY Y1 blocker	BaF3 parental	RBBP9 inhibitor
1	0	6	5	-4
2	-2	-3	2	1
3	-3	8	1	-7
4	-2	-1	9	2
5	-3	-2	4	2
6	1	5	1	1
7	0	-1	-3	0
8	-2	-6	0	-8
9	1	·	0	-4
10	-1	-2	7	-2
11	-1	8	5	-6
12	-3	-2	-1	-5

Additional entries:
no.	Molecule	NPY-Y1 PAM-ag	Runt-CBFb FRET	S1P4 ag	S1P4 antag	NPY-Y2 PAM-ag
13	CN(CCc1ccccn1)C(=O)Nc1ccc(C(C)(C)C)cc1	21	1	-1.2	-6	15
14	CC1=C(C(=O)OC(C)C)C(c2ccc(C)o2)NC(=O)N1 (configuration not stated)	7	1	1.3	-3	-6
15	O=C(Nc1ccccc1)c1ccccc1CC[N+](=O)[O-]	11	-1	0.9	-3	10
16	N=c1n(CCN2CCCCC2)c2ccccc2n1CC(=O)c1cccs1	-11	0	-3.0	12	-22
17	COc1ccc(S(=O)(=O)N2CCOCC2)cc1NC(=O)Cn1nnc2ccccc2c1=O	-7	2	1.3	-23	-2
18	CC1=C(C(=O)N(C)C)C(c2cccc(Cl)c2)NC(=O)N1 (configuration not stated)	6	2	-1.3	-29	-6
19	O=[N+]([O-])c1ccc(Nc2nc(NC3CCCCC3)nc(N3CCCC3)n2)cc1	14	-6	-5.2	0	5
20	COc1ccccc1/C=C/C(=O)Oc1cccc2cccnc12	-11	0	-0.3	-2	-13
21	Cc1oc(-c2ccc(Cl)cc2)cc1-c1nn2c(-c3ccoc3C)nnc2s1	-24	32	0.8	6	6
22	N#C/C(=C\c1c(N2CCC(C(N)=O)CC2)nc2ccccn2c1=O)S(=O)(=O)c1ccc(Cl)cc1	-24	-10	-0.7	0	-18
23	CCN(CC)C(=O)c1c[nH]c2ccc(S(=O)(=O)Nc3cc(C)cc(C)c3)cc2c1=O	3	·	3.6	12	4
24	CCC(=O)c1ccc(OC(=O)c2cccs2)cc1	-26	·	4.1	-4	17

no.	Ba/F3 V617F tox	NPY Y1 blocker	BaF3 parental	RBBP9 inhibitor
13	-4	·	-2	-7
14	-1	4	3	7
15	0	-1	0	-3
16	-3	·	4	-10
17	2	1	4	-5
18	3	0	8	-7
19	5	-1	7	-14
20	0	4	7	-1
21	-2	7	4	-8
22	5	·	-2	-11
23	-2	2	3	2
24	-4	0	1	2

Exported as labelled records: entries from further up
15) O=C(Nc1ccccc1)c1ccccc1CC[N+](=O)[O-]
  NPY-Y1 PAM-ag: 11
  Runt-CBFb FRET: -1
  S1P4 ag: 0.9
  S1P4 antag: -3
  NPY-Y2 PAM-ag: 10
  Ba/F3 V617F tox: 0
  NPY Y1 blocker: -1
  BaF3 parental: 0
  RBBP9 inhibitor: -3
16) N=c1n(CCN2CCCCC2)c2ccccc2n1CC(=O)c1cccs1
  NPY-Y1 PAM-ag: -11
  Runt-CBFb FRET: 0
  S1P4 ag: -3.0
  S1P4 antag: 12
  NPY-Y2 PAM-ag: -22
  Ba/F3 V617F tox: -3
  NPY Y1 blocker: ·
  BaF3 parental: 4
  RBBP9 inhibitor: -10
17) COc1ccc(S(=O)(=O)N2CCOCC2)cc1NC(=O)Cn1nnc2ccccc2c1=O
  NPY-Y1 PAM-ag: -7
  Runt-CBFb FRET: 2
  S1P4 ag: 1.3
  S1P4 antag: -23
  NPY-Y2 PAM-ag: -2
  Ba/F3 V617F tox: 2
  NPY Y1 blocker: 1
  BaF3 parental: 4
  RBBP9 inhibitor: -5
18) CC1=C(C(=O)N(C)C)C(c2cccc(Cl)c2)NC(=O)N1 (configuration not stated)
  NPY-Y1 PAM-ag: 6
  Runt-CBFb FRET: 2
  S1P4 ag: -1.3
  S1P4 antag: -29
  NPY-Y2 PAM-ag: -6
  Ba/F3 V617F tox: 3
  NPY Y1 blocker: 0
  BaF3 parental: 8
  RBBP9 inhibitor: -7

Later entries:
no.	Molecule	NPY-Y1 PAM-ag	Runt-CBFb FRET	S1P4 ag	S1P4 antag	NPY-Y2 PAM-ag
25	COC(=O)c1cccc(NC(=O)Nc2ccc(Cl)cc2Cl)c1	-13	0	-2.8	5	-11
26	Cc1nc(-c2c(-c3ccc(O)cc3O)noc2C(F)(F)F)cs1	22	1	1.9	-11	9
27	CC[N+](C)(CC)CC(O)COCC1COc2ccccc2O1 (configuration not stated)	-12	-4	-0.4	-1	4
28	Cc1cc(N2CC(C)OC(C)C2)nc(C(C)C)n1 (configuration not stated)	-1	-2	1.3	8	-11
29	CCOc1ccc2[nH]c(=O)c(CN(CC3CCCN3CC)C(=O)NCc3ccccc3)cc2c1 (configuration not stated)	-5	19	1.7	-27	-13
30	CC(C)(C(=O)O)n1cncn1	-2	1	2.7	-8	5
31	O=C(NCCO)/C(=C\c1ccc([N+](=O)[O-])o1)NC(=O)c1ccccc1	14	-4	0.2	-7	-2
32	CCOC(=O)c1ccccc1NS(=O)(=O)c1ccc(OC)cc1	-10	-4	1.1	-13	2
33	CCOc1ccc(S(N)(=O)=O)cc1-c1nc2c(C(C)(C)C)nn(C)c2c(=O)[nH]1	1	0	0.2	-16	8
34	c1ccc(Cn2ncc3c(NCc4ccco4)ncnc32)cc1	13	1	0.5	-3	5
35	CC1C(=O)NN=C1C(=O)N/N=C/c1cccs1 (configuration not stated)	10	0	1.3	-19	-12
36	COc1ccc(N2CCN(C(=O)c3ccc(C)cc3)CC2)c([N+](=O)[O-])c1	-22	-3	0.8	-36	-3

no.	Ba/F3 V617F tox	NPY Y1 blocker	BaF3 parental	RBBP9 inhibitor
25	0	·	0	-14
26	-3	-5	-1	0
27	4	-2	8	1
28	0	1	7	0
29	2	-1	0	-9
30	-1	2	8	-11
31	0	0	7	-6
32	-1	5	5	-6
33	5	·	4	-3
34	-2	-2	-1	-6
35	1	1	2	-9
36	-2	-3	3	-7

(next part)
no.	Molecule	NPY-Y1 PAM-ag	Runt-CBFb FRET	S1P4 ag	S1P4 antag	NPY-Y2 PAM-ag
37	OC(COCc1ccco1)CN1CCN(C(c2ccccc2)c2ccccc2)CC1 (configuration not stated)	-2	-6	1.0	-6	-17
38	Cc1ccc(C(=O)ONc2ccc(N=O)cc2)cc1	-12	0	-0.9	-7	-7
39	c1ccc(Nc2c(-c3ccco3)nc3ccccn23)cc1	-8	14	1.2	1	22
40	CC(=O)N=C1SC2CS(=O)(=O)CC2N1c1ccc(-c2nc3ccc(C)cc3s2)cc1 (configuration not stated)	-27	-12	1.5	-15	-2
41	O=c1[nH]c(CN2CCOCC2)nc2cc(Cl)ccc12	-11	0	1.9	6	-6
42	CC(=O)Nc1cccc(N=NN2CCCCC2)c1	2	1	3.5	-6	-4
43	CN(CCC#N)C(=O)Cn1nc(Cc2ccncc2)c2ccccc2c1=O	11	3	-0.7	-14	-3
44	O=C(CN1CCOc2ccccc21)NCc1cccs1	8	1	0.7	3	13
45	CC(=O)N1CCN(c2ccccc2NC(=O)COc2cc(C)ccc2C(C)C)CC1	-28	-5	0.3	-28	-1
46	COC(=O)c1ccc(CSc2nnc(Nc3ccc(C)cc3)s2)o1	-18	3	-2.6	-3	-8
47	C=CCNC(=O)c1ccccc1NC(=O)c1ccccc1SC	12	0	1.3	-12	-7
48	COc1ccccc1C(=O)N/C(=C\c1ccc(Br)cc1)C(=O)N1CCCC1	11	1	2.1	-6	5

no.	Ba/F3 V617F tox	NPY Y1 blocker	BaF3 parental	RBBP9 inhibitor
37	2	9	4	-6
38	1	1	-1	10
39	-2	-1	7	-5
40	-2	-1	6	-9
41	3	-3	5	-7
42	0	1	5	-5
43	-3	1	4	0
44	0	2	6	-3
45	5	22*	6	-3
46	-4	5	-1	-6
47	2	-1	6	6
48	-2	·	0	-10

Continued:
no.	Molecule	NPY-Y1 PAM-ag	Runt-CBFb FRET	S1P4 ag	S1P4 antag	NPY-Y2 PAM-ag
49	O=C(Nc1ccc(F)cc1F)N1CCCN(c2ccc(C(F)(F)F)cn2)CC1	1	1	0.7	-2	31
50	Cc1ccc(C)c(NC(=O)CSc2nc3ccc(N4C(=O)c5ccccc5C4=O)cc3s2)c1	-8	-4	0.2	-15	-11
51	COc1ccc(C2=Nn3c(nnc3-c3ccccc3)SC2)cc1OC	4	-2	-0.5	-25	-15
52	CC(C)(C)n1ncc2c(=O)n(CC(=O)N3CCN(c4ccccc4)CC3)cnc21	-4	0	2.4	-16	-2
53	CCCS(=O)(=O)c1c(S(=O)(=O)CCC)c2ccc(C(N)=O)cn2c1C(=O)c1ccc(OC)cc1	2	-1	0.0	-42	1
54	Cc1ccccc1OCC(O)CN1CCC(C)CC1 (configuration not stated)	31	-1	-0.8	1	37*
55	S=C(N/N=C/c1ccccc1)N1CCOCC1	4	4	1.0	-29	0
56	CCOC(=O)Cn1c(O)c(N=NC(=O)OC)c2ccccc21	15	0	1.2	7	18
57	COc1ccccc1NS(=O)(=O)c1ccc(Cl)c(NC(=O)C(C)N2C(=O)c3ccccc3C2=O)c1 (configuration not stated)	7	-1	1.1	-13	6

no.	Ba/F3 V617F tox	NPY Y1 blocker	BaF3 parental	RBBP9 inhibitor
49	4	·	2	-6
50	-3	1	2	-7
51	-1	5	5	-1
52	0	3	0	-7
53	-1	0	4	0
54	-2	-4	5	0
55	2	8	-1	1
56	0	·	-5	1
57	1	2	7	-6

Bioassay records from PubChem.

An unsorted share of the library. About 3.6% of those tested had a hit in this group.
